JMJD2C inh = inhibitors of GASC-1 histone demethylase, primary screen, biochemical, fluorescence, DELFIA europium; Lysine-specific demethylase 4C (Homo sapiens), Q9H3R0; GST-JMJD2C(1-420) H3K9me3 demethylation; inhibition, % at 2.35 µM; hit rate 0.069% among 330,000; AID 2099, 2009;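 active = more than half of a compound's replicate wells show inhibition beyond 50%, single wells judged on their own value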;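 also: signal counts dimethyl H3K9 product captured on neutravidin plate; 0% = median of DMSO wells and 100% = 0.3 times that DMSO median; strong numbers were not always called active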
proCasp7 act = procaspase-7 activators, primary screen, counter-screen for procaspase-3 activator project, biochemical, absorbance, HTS, human | activation, % at 8.5 µM | Caspase-7 (Homo sapiens), P55210 | recombinant procaspase-7, Ac-DEVD-pNA absorbance 405 nm; D23A/D198A/D206A triple mutant, cannot self-cleave; scale: DMSO 0, 5 µM enzyme 100 | hit rate 0.093% among 330,000;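 active = percent activation above the screen-wide mean plus 3 SD, cut at about 25% in these data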
Target sequence (P55210 whole entry D23A/D198A/D206A): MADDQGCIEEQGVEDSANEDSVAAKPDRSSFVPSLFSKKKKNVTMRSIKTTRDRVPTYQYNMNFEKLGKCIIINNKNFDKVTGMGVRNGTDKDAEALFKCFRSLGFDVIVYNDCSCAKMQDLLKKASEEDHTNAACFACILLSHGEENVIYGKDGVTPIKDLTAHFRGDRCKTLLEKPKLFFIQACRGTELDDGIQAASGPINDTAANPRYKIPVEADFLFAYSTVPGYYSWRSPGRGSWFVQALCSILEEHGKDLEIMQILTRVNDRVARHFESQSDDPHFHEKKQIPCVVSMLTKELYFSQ
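Assay system: Uncleavable procaspase-7 mutant enzyme / Input: 2 µM procaspase-7 mutant as dispensed / Dosing: single nominal 8.5 µM compound dose, 0.8% DMSO final / Timing: 1 h enzyme–compound preincubation and 2 h substrate reaction, both 25 °C / Detection: p-Nitroaniline absorbance at 405 nm, read at 0 and 120 min / Replication: singlicate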
PP1 inh = PP1-alpha phosphatase inhibitors, primary screen, counter-screen for PP5 inhibitor project, biochemical, fluorescence, OMFP substrate, single point. Serine/threonine-protein phosphatase PP1-alpha catalytic subunit (Homo sapiens), P62136. purified PP1alpha. inhibition, % at 6.7 µM. hit rate 0.9% among 320,000. AID 2235, 2010;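 active = inhibition above the mean inhibition of all tested compounds plus 3 SD, computed separately for each screening campaign, cut at about 15% in these data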
Target sequence (P62136 whole entry, looked up): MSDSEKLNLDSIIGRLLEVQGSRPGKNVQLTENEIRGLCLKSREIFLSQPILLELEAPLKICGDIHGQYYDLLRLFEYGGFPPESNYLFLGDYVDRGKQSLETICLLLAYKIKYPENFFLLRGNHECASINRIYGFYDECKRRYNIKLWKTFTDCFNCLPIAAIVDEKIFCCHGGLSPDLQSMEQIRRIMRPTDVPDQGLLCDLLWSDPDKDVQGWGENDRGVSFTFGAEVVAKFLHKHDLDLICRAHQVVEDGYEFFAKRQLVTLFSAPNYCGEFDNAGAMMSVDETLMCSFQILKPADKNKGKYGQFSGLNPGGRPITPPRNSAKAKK
core dimer inh = inhibitors of HCV core protein dimerization, primary screen, biochemical, TR-FRET, high-throughput; hit rate 0.33% among 300,000; TR-FRET GST/Flag-core106 dimerization, 1536-well; inhibition, % at 5 µM;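 active = inhibition above the mean of all tested compounds plus 3 SD, set per screening campaign, cut at about 45% in these data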
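Assay system: GST-tagged and Flag-tagged HCV core protein residues 1-106 / Times: compound-protein-antibody incubation 4 h at 22.5 °C / Signal: time-resolved FRET, ex 340 nm, em 617 and 671 nm / Evaluation: % inhibition based on acceptor/donor emission ratio / Benchmarks: wells lacking GST-core106 and wells with excess unlabelled core106 / Repeats: singlicate, one well per compound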
GRK2 inh = compounds blocking aptamer binding on GRK2 – biochemical, human GRK2, bead flow cytometry, HTS, primary screen. inhibition of aptamer binding, % at 10 µM. FAM-aptamer displacement from GRK2. hit rate 0.59% among 330,000. AID 488847, 2010. Beta-adrenergic receptor kinase 1 (Homo sapiens), P25098;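 active = inhibition of aptamer binding above 40%, roughly 3 SD of noise, on plates passing a quality check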;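 also: median bead fluorescence of bound FAM aptamer so fluorescent compounds give negative values; no value below 0 was filed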
PP5 primary = PP5 phosphatase inhibitors, primary screen, biochemical, fluorescence. hit rate 0.18% among 320,000. purified PP5c, OMFP substrate fluorescence. inhibition, % at 6.7 µM. Serine/threonine-protein phosphatase 5 (Homo sapiens), P53041;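 active = inhibition above the campaign's mean inhibition across all tested compounds plus 3 SD, cut at about 9.5% in these data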;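 also: 0% = DMSO only and 100% = 100 µM cantharidin control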
Fh CTSL1 inh = Fasciola hepatica cathepsin L1 inhibitors, primary screen, counter-screen for PFM18AAP inhibitor project, biochemical, QFRET, fluorogenic peptide substrate; recombinant F. hepatica cathepsin L1, Z-Leu-Arg-MCA fluorescence; inhibition, % at 5.96 µM; hit rate 0.49% among 300,000; AID 1906, 2009;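 active = inhibition above the mean of all tested compounds plus 3 SD, set per screening campaign, cut at about 17% in these data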;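 also: 0% = plate median of test compound wells and 100% = 1 µM Z-Phe-Ala-diazomethylketone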
VLA-4 inh = inhibition in human VLA-4 binding assay, primary screen, VLA-4 allosteric modulator project, MLPCN library, flow cytometry, VLA-4 expressing cells; hit rate 0.2% among 330,000; AID 2557, 2010; inhibition, % (about 7 µM as worked out from the volumes in the protocol); ligand binding flow cytometry; in the data active = inhibition above about 50%
procasp3 activ = activators of human procaspase-3 D3A mutant, primary screen, biochemical, absorbance, PC-3 D3A mutant, single concentration; Caspase-3 (Homo sapiens), P42574; recombinant procaspase-3 D3A, Ac-DEVD-pNA absorbance 405 nm; activation, % at 8.5 µM; hit rate 0.11% among 330,000; AID 463141, 2010;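 active = activation above the mean of all tested compounds plus 3 SD, cut at about 21% in these data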;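 also: 0% = DMSO alone and 100% = DMSO wells spiked with extra 5 µM PC-3 D3A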
Target sequence (P42574 whole entry D9A/D28A/D175A): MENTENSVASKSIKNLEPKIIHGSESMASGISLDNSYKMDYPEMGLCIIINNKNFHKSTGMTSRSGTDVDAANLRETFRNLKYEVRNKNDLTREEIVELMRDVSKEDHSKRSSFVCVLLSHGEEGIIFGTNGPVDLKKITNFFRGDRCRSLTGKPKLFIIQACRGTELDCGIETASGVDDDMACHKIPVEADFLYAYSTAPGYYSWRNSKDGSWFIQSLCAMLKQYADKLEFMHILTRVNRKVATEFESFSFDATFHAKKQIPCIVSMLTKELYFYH
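Assay system: Procaspase-3 D3A mutant, all three cleavage aspartates alanine. Buffer or medium: Zinc-free HEPES saline buffer with Triton X-100. Times: 1 h compound preincubation, 2 h substrate hydrolysis at 25 °C. Measured by: 405 nm absorbance of p-nitroaniline, reads at 0 and 120 min. Read-out basis: percent activation relative to control range. Replicates: singlicate.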
An asterisk follows results filed as active; . = not tested or not shown; & = joins results of further samples.

compound	JMJD2C inh	proCasp7 act	PP1 inh	core dimer inh	GRK2 inh	PP5 primary	Fh CTSL1 inh	VLA-4 inh	procasp3 activ
COc1ccc(-c2oc3ccc(-c4ccc5c(c4)OCO5)cc3c2C#CC2(O)CCCCC2)cc1	11	-14	2	-85	0	-0.5	2	-18	1
COc1ccc(CCNC(=O)c2cc3cc(F)ccc3nc2C)cc1OC	1	0	4	2	3	-0.1	5	-2	4
Cc1nc(C)c(CC(=O)N2CCc3c([nH]c4ccccc34)C2c2ccccn2)s1 (stereo not drawn)	-24	1	0	7	1	3.0	0	-1	-7
Cc1cccc(Nc2ncccc2C(=O)NCc2cccs2)c1C	-2	0	2	-3	2	6.2	3	2	-3
Cc1ccc(Nc2nnc(SCC(=O)Nc3ncc(C(F)(F)F)cc3Cl)s2)cc1	1	2	1	7	0	0.8	1	16	4
C[C@H](CO)N1C[C@H](C)[C@@H](CN(C)S(=O)(=O)c2ccccc2)Oc2ccc(NS(=O)(=O)c3ccc(F)cc3)cc2C1=O	38	-7	.	.	0	.	.	13	9
C=CCOc1c(CNC2CCCC2)cc(Cl)cc1OC	9	10	-3	-4	87*	-3.0	-3	4	9
CCc1c(C(=O)Nc2ccc(OC)c(Cl)c2)[nH]c(C)c1C(C)=O	3	-6	-10	9	1	7.3	2	-5	-4
Cc1ccc(NS(=O)(=O)c2cc(-c3cc(C)no3)ccc2C(C)C)nc1	19	7	-4	12	0	0.6	-3	-1	-7
O=S(=O)(Nc1cccc2ccccc12)c1ccccc1	10	-1	-7	3	0	3.4	-3	.	1
COC(=O)c1cc(NC2c3ncccc3C(=O)N2Cc2ccccc2)cc(C(=O)OC)c1 (stereo not drawn)	-5	9	-2	4	3	-0.6	-2	-5	11
CCCCOc1ccc(Cc2n[nH]c(=S)n2N)cc1	-1	-22	4	-9	0	3.1	-2	5	-20
Cc1sc2nc(CN3CCCC3)nc(N3CCN(S(=O)(=O)c4cccc(F)c4)CC3)c2c1C	.	10	19*	.	0	2.5	.	7	-2
Cc1cc(NC(=O)CSc2nnnn2Cc2ccccc2)no1	21	-9	0	8	2	1.7	-6	2	-9
O=C(/C=C/Nc1cccc(F)c1)c1ccco1	-1	-2	1	-5	4	0.5	1	4	-5
CCOC(=O)c1[nH]c(C)c(C(=O)C(C)C)c1C	-3	9	-3	-5	1	-0.2	-2	7	4
O=C(COc1ccccc1[N+](=O)[O-])Nc1cccc(C(=O)Nc2ccccc2C(=O)O)c1	0	-3	13	17	6	3.1	5	19	-2
COC(=O)c1c(NC(C)=O)sc(C)c1C	-3	4	-1	0	1	0.2	4	-4	7
CCc1cccc(NS(=O)(=O)c2ccc3c(c2)CCC(=O)N3)c1	-10	-7	-2	-1	5	-0.5	-2	15	0
CC(C)n1c(SCC(=O)Nc2ccc(F)cc2)nnc1C1CC1	-33	8	-2	9	3	0.5	-3	-2	3
N#Cc1ccc(NC(=O)c2cccs2)nc1	17	10	-2	-11	2	0.1	1	33	13
CCC(=O)N1N=C(c2ccc(C)o2)CC1c1ccc(Br)cc1 (stereo not drawn)	-5	-3	-3	-5	1	3.0	1	7	-8
CCN(CC)CCCNC(=O)C1CCCN(c2nnc(N3CCCC3=O)s2)C1 (stereo not drawn)	0	-5	-4	1	5	-0.4	0	3	-5
O=C(O)c1ccc(/C=N/Nc2nc3ccccc3[nH]2)cc1	11	6	-7	-12	95*	-0.5	6	1	-3
Brc1ccc2nc(CSc3ncn[nH]3)cn2c1	-5	-4	1	-3	0	0.3	1	5	0
CC(=O)c1ccc(N2CCN(C(=O)c3cc(-c4ccncc4)nc4ccc(Cl)cc34)CC2)cc1	4	5	-3	6	0	0.9	5	17	-5
CCC(c1nnc(SCC(=O)Nc2ccc(NC(C)=O)cc2)n1Cc1ccccc1)N(C)C (stereo not drawn)	2	4	0	-5	3	-0.9	-1	-3	-9
CC1CN(C(=S)NC(=O)c2ccco2)CC(C)O1 (stereo not drawn)	7	-3	-6	-5	0	-1.8	0	6	-2
COc1cccc(-c2nc(CS(=O)(=O)CC(=O)NC3CCCCCC3)c(C)o2)c1	54	9	1	-1	3	0.6	1	18	5
Cc1noc(C)c1S(=O)(=O)Nc1ccc2c(c1)C(=O)N([C@H](C)CO)C[C@H](C)[C@@H](CN(C)S(=O)(=O)c1ccc(F)cc1)O2	-42	13	.	.	1	.	.	-6	-5

Further records follow.
Values in the order – JMJD2C inh	proCasp7 act	PP1 inh	core dimer inh	GRK2 inh	PP5 primary	Fh CTSL1 inh	VLA-4 inh	procasp3 activ
> COc1cccc(/C=N/Nc2nc(N3CCCC3)nc(N3CCCC3)n2)c1O
  8	1	-3	7	3	5.6	2	2	-9
> O=C1CC(SCCc2nc3ccccc3[nH]2)C(=O)N1c1ccc(F)cc1 (stereo not drawn)
  4	-10	-3	1	0	2.8	0	4	-16
> Cc1ccc2cc(NC(=O)c3ccccc3C)ccc2n1
  7	5	-4	-5	0	0.6	-4	-23	5
> N#CCCC12CCCCC1=Nc1ccccc12 (stereo not drawn)
  -3	-3	-7	7	0	1.4	-5	10	5
> Cc1[nH]n(-c2ccccc2)c(=O)c1-c1ccccc1
  -5	-5	1	-17	1	1.5	4	-5	5
> O=C(c1cccnc1)N1CCc2ccccc2C1
  3	-4	2	-6	0	-0.9	-2	-3	0
> CCc1nc2n(n1)C(O)c1cc([N+](=O)[O-])ccc1S2 (stereo not drawn)
  -26	3	-6	-2	0	1.2	-1	2	-4
> Cn1c(CSCc2ccccc2)nnc1SCC(=O)Nc1ccc(C(=O)O)cc1
  -13	0	0	3	4	-1.6	-2	2	-2
> FC(F)(F)c1ccc(-n2cn[nH]c2=S)cc1
  0	-2	-2	0	0	1.0	5	2	9
> CCN(c1ccccc1)c1ncnc2c1cnn2-c1ccccc1
  -3	-1	1	2	2	3.6	-1	-9	12
> O=C(NCCO)/C(=C/c1ccco1)NC(=O)c1ccco1
  -12	-11	-6	-4	0	1.6	-3	-15	-15
> O=C(CN1C(=O)c2ccccc2C1=O)NCC(=O)OCC(=O)c1cccc([N+](=O)[O-])c1
  14	8	1	2	0	-1.8	-11	13	-5
> Cc1ccc(S(=O)(=O)N2[C@@H](c3ccc(C(C)(C)C)cc3)C(C(=O)O)=CC[C@H]2c2ccc3c(c2)OCO3)cc1
  25	11	.	.	0	.	.	32	11
> CC(C)Nc1nc(NC(C)C)nc(N(C#N)CCOc2ccc(Cl)cc2Cl)n1
  -1	4	1	15	0	4.4	1	-7	5
> COc1ccc(OC)c(S(=O)(=O)N2C(C)CCCC2C)c1 (stereo not drawn)
  -12	-4	-1	1	0	2.4	5	-5	1
> Cc1ccc(Cn2nc(C)c3cc(C(=O)OCC(N)=O)sc32)cc1
  -7	2	-2	5	0	1.2	6	11	-4
> COc1cc(Cl)c(S(=O)(=O)NCCCN2CCOCC2)cc1Cl
  3	1	-2	0	6	1.6	2	4	9
> CC1(C)CC(=O)C=C(c2ccc(I)cc2)C1
  15	11	-4	.	2	0.9	.	0	8
> O=C(Nc1cccc(-c2nnc(-c3ccccc3)o2)c1)c1ccco1
  -2	15	-3	5	0	0.5	-1	-24	2
> Cc1ccc(-n2nc3c(=O)n(CCCC(=O)NC4CCC(C)CC4)nc(C)c3c2C)cc1 (stereo not drawn)
  -5	2	-4	-13	0	2.5	10	-11	-6
> O=C(Nc1ccc(-c2nc3ncccc3o2)cc1)c1ccc(Br)o1
  -2&34	6	25*	6	1	-2.3	10	-12	-11
> Cc1ccc(NC(=O)C2CCN(C(=O)[C@@H]3Cc4ccccc4CN3)CC2)cc1
  8	0	1	-6	1	2.6	-2	10	-5
> C[C@H]1COc2c(C3(N)CC3)c(F)cc3c(=O)c(C(=O)O)cn1c23
  -4	-3	4	4	1	-1.0	4	13	7
> NS(=O)(=O)c1ccc(CCNC(=O)CN2CCN(Cc3cccc4ccccc34)CC2)cc1
  4	7	-1	0	0	0.9	-1	-1	4
> CCc1csc(CCNC(=O)C2CCC(=O)N(CCOC)C2)n1 (stereo not drawn)
  -27	6	2	-5	4	2.6	-2	-102	8

Ordered by number of heavy atoms (largest number first): 6 of the compounds above
Values in the order – JMJD2C inh	proCasp7 act	PP1 inh	core dimer inh	GRK2 inh	PP5 primary	Fh CTSL1 inh	VLA-4 inh	procasp3 activ
> NS(=O)(=O)c1ccc(CCNC(=O)CN2CCN(Cc3cccc4ccccc34)CC2)cc1
  4	7	-1	0	0	0.9	-1	-1	4
> Cc1ccc(-n2nc3c(=O)n(CCCC(=O)NC4CCC(C)CC4)nc(C)c3c2C)cc1 (stereo not drawn)
  -5	2	-4	-13	0	2.5	10	-11	-6
> Cc1ccc(NC(=O)C2CCN(C(=O)[C@@H]3Cc4ccccc4CN3)CC2)cc1
  8	0	1	-6	1	2.6	-2	10	-5
> O=C(Nc1cccc(-c2nnc(-c3ccccc3)o2)c1)c1ccco1
  -2	15	-3	5	0	0.5	-1	-24	2
> Cc1ccc(Cn2nc(C)c3cc(C(=O)OCC(N)=O)sc32)cc1
  -7	2	-2	5	0	1.2	6	11	-4
> C[C@H]1COc2c(C3(N)CC3)c(F)cc3c(=O)c(C(=O)O)cn1c23
  -4	-3	4	4	1	-1.0	4	13	7
